Rin1 Abl inh: inhibitors of Rin1-Abl protein binding, primary screen, biochemical, TR-FRET | Tyrosine-protein kinase ABL1 (Homo sapiens) + Ras and Rab interactor 1 (Homo sapiens), … | inhibition, % at 7.35 µM | actives 0.4% (n = 360,000) | AID 588664, 2011; in the data active = inhibition above about 5%, passing the limit was not always enough
Rpn11 block: Rpn11 (PSMD14) deubiquitinase inhibitors, primary screen, biochemical, fluorescence polarization, uHTS | actives 0.59% (n = 360,000) | calls only at 20 µM | human 26S proteasome, Ub4-pepOG fluorescence polarization; 20S core pre-blocked with epoxomicin | AID 588493, 2011 | 26S proteasome non-ATPase regulatory subunit 14 (Homo sapiens), O00487;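 active = inhibition at 20 µM, scaled to each plate's controls, above about 33%, limit read from the data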
Target sequence (O00487 whole entry, looked up): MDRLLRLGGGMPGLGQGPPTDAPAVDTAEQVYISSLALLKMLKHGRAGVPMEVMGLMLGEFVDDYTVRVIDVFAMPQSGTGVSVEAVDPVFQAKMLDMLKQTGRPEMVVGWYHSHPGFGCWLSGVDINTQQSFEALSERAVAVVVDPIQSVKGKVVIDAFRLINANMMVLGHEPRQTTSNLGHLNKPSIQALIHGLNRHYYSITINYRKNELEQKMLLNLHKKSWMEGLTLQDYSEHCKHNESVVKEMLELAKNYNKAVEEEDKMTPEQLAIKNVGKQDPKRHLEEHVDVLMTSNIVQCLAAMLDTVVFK
Neddylation inh: inhibitors of cullin neddylation, primary screen, biochemical, TR-FRET, uHTS, NAE and Ubc12; actives 0.58% (n = 360,000); calls only at 25 µM; NEDD8-conjugating enzyme Ubc12 (Homo sapiens) + NEDD8-activating enzyme E1 regulatory …; in the data active = inhibition above about 36%
Target sequence (P61081 whole entry, looked up): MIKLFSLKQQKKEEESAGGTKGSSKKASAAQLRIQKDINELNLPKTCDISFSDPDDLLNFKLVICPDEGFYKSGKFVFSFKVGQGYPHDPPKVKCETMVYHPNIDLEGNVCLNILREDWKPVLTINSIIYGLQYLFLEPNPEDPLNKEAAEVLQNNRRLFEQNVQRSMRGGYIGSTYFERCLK
Target sequence (Q13564 whole entry, looked up): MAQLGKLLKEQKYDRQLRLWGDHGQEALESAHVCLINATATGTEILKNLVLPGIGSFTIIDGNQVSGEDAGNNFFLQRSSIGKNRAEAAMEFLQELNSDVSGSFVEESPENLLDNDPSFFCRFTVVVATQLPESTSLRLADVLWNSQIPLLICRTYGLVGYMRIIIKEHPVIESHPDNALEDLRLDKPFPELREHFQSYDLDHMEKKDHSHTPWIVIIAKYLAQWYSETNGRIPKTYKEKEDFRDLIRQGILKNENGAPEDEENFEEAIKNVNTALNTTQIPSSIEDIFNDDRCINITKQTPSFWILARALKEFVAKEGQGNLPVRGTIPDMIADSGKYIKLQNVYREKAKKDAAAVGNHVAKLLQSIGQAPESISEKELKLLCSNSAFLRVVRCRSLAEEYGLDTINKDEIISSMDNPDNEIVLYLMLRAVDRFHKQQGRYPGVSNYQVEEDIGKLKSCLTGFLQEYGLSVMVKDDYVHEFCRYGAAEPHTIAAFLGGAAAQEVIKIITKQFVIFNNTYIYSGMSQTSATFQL
MLLE-PAM2 inh: inhibitors of PABP1 MLLE–PAM2 peptide binding, primary screen, biochemical, fluorescence polarization, FITC-PAM2, GST-MLLE; actives 0.36% (n = 360,000); AID 588489, 2011; Polyadenylate-binding protein 1 (Homo sapiens), P11940; inhibition, % at 20 µM; in the data active = inhibition above about 35%, passing the limit was not always enough;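 note: plate controls were DMSO wells with GST-MLLE for no effect and wells lacking GST-MLLE protein for full effect; some results filed as inactive read as strong as hits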
FAS TE block: FAS thioesterase domain inhibitors, primary screen, biochemical, fluorescence intensity, uHTS. Fatty acid synthase (Homo sapiens), P49327. recombinant FAS-TE, OMFH fluorogenic substrate, fluorescence endpoint. actives 0.67% (n = 360,000). AID 602261, 2012. inhibition, % at 15 µM;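 active = compounds whose normalised, plate-corrected inhibition of enzyme fluorescence in the single-dose primary screen is 50% or more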;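 note: 0% = DMSO with enzyme and 100% = substrate without enzyme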
NadD inh: inhibitors of S. aureus NadD, primary screen, biochemical, colorimetric, uHTS; purified NadD enzyme, colorimetric absorbance read-out; actives 0.78% (n = 360,000); Nicotinate-nucleotide adenylyltransferase NadD (Staphylococcus aureus N315); inhibition, % at 20 µM; in the data active = inhibition above about 26%; note: some compounds past the cut are filed as inactive
CSN deneddyl inh: inhibitors of CSN-mediated cullin deneddylation, primary screen, biochemical, fluorescence polarization, uHTS; inhibition, % at 12.5 µM; COP9 signalosome complex subunit 5 (Homo sapiens), Q92905; Purified CSN, SCF-Nedd8-OG deneddylation; actives 0.38% (n = 360,000);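 active = pattern-corrected inhibition above about 35%, with an unprinted fluorescence ratio check between 0.5 and 1.5, limit read from the data, passing the limit was not always enough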;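 note: 0% = enzyme with substrate and 100% = substrate without enzyme; some results filed as inactive read as strong as hits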
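Assay system: Purified human Csn5 enzyme expressed in HEK293T cells | Amount: Enzyme 0.24 nM | Measured by: Fluorescence polarization readout | Medium: Tris/NaCl/DTT buffer, pH 7.5 | Compound dosing: One concentration, 12.5 µM, 0.25% DMSO | Times: 90 min incubation of compound, enzyme and substrate at room temperature | Control set: no-enzyme wells high, enzyme-with-substrate wells low | Read-out: % inhibition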
SKN-1 inh: suppressors of acrylamide-induced Pgst-4::GFP reporter in worms, primary screen, SKN-1 inhibitor project, whole organism, uHTS, GFP/RFP fluorescence ratio, strain VP596; C. elegans VP596 Pgst-4::GFP/RFP ratio, 24 h; inhibition, % at 21.8 µM; actives 0.49% (n = 360,000);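 active = interference check ratio from 0.5 to 1.5 plus GFP to RFP signal ratio inhibition reaching or exceeding a fixed threshold, cut at about 30% in these data, passing the limit was not always enough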; note: some compounds called inactive have numbers as strong as hits
MT1-MMP act inh: blockers of MT1-MMP proenzyme processing, primary screen, HT1080 RFP-PRO-GFP cells, GFP/RFP fluorescence | GFP/RFP ratio fluorescence, overnight; percent of plate control window, DMSO zero | GFP/RFP ratio change, % at 20 µM | actives 0.061% (n = 360,000);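 active = GFP/RFP ratio change of at least 30% with cell ATP level not reduced by more than half and red fluorescence within 50% of control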; note: strong numbers were not always called active
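Test system: HT1080 cells expressing an RFP-PRO-GFP fluorescent reporter construct / Compound dosing: single-point 20 µM compound, 1% DMSO / Schedule: cells overnight before dosing, compound overnight, 37 °C, 5% CO2 / Evaluation: GFP/RFP fluorescence ratio / Control set: DMSO and RFP-L50D-GFP cell wells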
Active calls of the source: *; i = inactive; / = no result given. Rows were taken by chance, and some 3.9% of all compounds hit somewhere here.

SMILES	Rin1 Abl inh	Rpn11 block	Neddylation inh	MLLE-PAM2 inh	FAS TE block	NadD inh	CSN deneddyl inh	SKN-1 inh	MT1-MMP act inh
CCN(CC)C(=O)CN1C(=O)/C(=C/c2ccccc2)SC1=S	-2	i	i	23	-2	-7	0	-5	2
CC(=Nc1ccccc1)C1=C(O)C(Cc2ccccc2)NC1=O (stereo not drawn)	2	i	i	4	-7	0	1	6	23
CC1(C)CC(=O)N(c2cccc(Cl)c2)C(=O)C1	1	i	i	-9	-3	-1	-2	0	0
COc1ccc(NC(=O)CCC(=O)OCc2ccc([N+](=O)[O-])cc2)cc1	-1	i	i	16	6	-4	1	-9	-3
CCOc1ccccc1NC(=O)C1CCCN(S(=O)(=O)c2cccc3cccnc23)C1 (stereo not drawn)	2	i	i	-3	4	2	-3	11	0
COc1cccc(-c2cc(C(=O)N3CCN(c4ncccn4)CC3)c3ccccc3n2)c1	-4	i	i	2	13	1	-5	-14	-2
Cc1cccc(N(CC(=O)NC2CCCCC2)C(=O)CCCC(=O)Nc2ccccn2)c1	0	i	i	11	-2	0	-3	6	7
CCc1cccc(CC)c1NC(=O)C(NS(=O)(=O)c1cccs1)c1ccccc1 (stereo not drawn)	2	i	i	-11	-2	-7	-11	0	-3
CCC(c1nc2ccccc2c(=O)n1CCN1CCOCC1)N1C(=O)c2ccccc2C1=O (stereo not drawn)	-1	i	i	0	-2	-4	0	3	4
Cc1cc(NC(=O)CSc2nnnn2-c2ccccc2)no1	3	i	i	4	-4	-1	1	-10	-6
CCn1cc(C(=O)NNC(=O)c2ccc(Cl)cc2)c(=O)c2ccc(C)nc21	-6	i	i	-4	-5	-4	-2	-12	0
COc1ccc(/C=N/NC(=O)CSc2nnc(C)n2-c2ccccc2)c(OC)c1OC	-2	i	i	6	-3	6	4	7	7
O=C(NCc1ccccn1)c1ccc(Cl)c(S(=O)(=O)N2CCCCCC2)c1	0	i	i	13	-4	-2	1	3	2
CSc1ccccc1NC(=O)CN(C)C(=O)COc1ncnc2ccccc12	1	i	i	-3	-8	-2	-4	-2	0
CSc1ccc(CNC(=O)C2(C)CCCN(C(C)C)C2)cc1 (stereo not drawn)	-2	i	i	-6	-5	0	0	15	2
Cc1cc(Cl)c(S(=O)(=O)NC2CCCC2)cc1OCC(=O)NC1CCCCC1	0	i	i	6	8	-2	0	-9	-12
COc1ccc(/C(C)=N\NC(=O)CSc2nnc(C)s2)cc1	0	i	i	48*	-9	-4	-7	8	-2
CCCn1c(SCC(N)=O)nnc1C(C)C	1	i	i	-10	-2	3	3	9	-6
Cc1cccc(N2CC(C(=O)Nc3ccc(S(=O)(=O)N4CCOCC4)cc3)CC2=O)c1 (stereo not drawn)	2	i	i	-4	3	-5	-2	1	0
COCCn1nnnc1C(c1cccc(C(F)(F)F)c1)N1CCOCC1 (stereo not drawn)	0	i	i	11	-10	3	4	-2	2

An excerpt from above, showing only Rin1 Abl inh, CSN deneddyl inh and Rpn11 block.
compound	Rin1 Abl inh	CSN deneddyl inh	Rpn11 block
COc1ccc(/C(C)=N\NC(=O)CSc2nnc(C)s2)cc1	0	-7	i
CCC(c1nc2ccccc2c(=O)n1CCN1CCOCC1)N1C(=O)c2ccccc2C1=O (stereo not drawn)	-1	0	i

Continued.
SMILES	Rin1 Abl inh	Rpn11 block	Neddylation inh	MLLE-PAM2 inh	FAS TE block	NadD inh	CSN deneddyl inh	SKN-1 inh	MT1-MMP act inh
COC(=O)c1sc2ncccc2c1OCc1c(Cl)cccc1Cl	0	i	i	0	14	-2	4	-16	-3
CC(/C=C/c1ccc(O)cc1)=NNc1ccccc1	-1	i	i	-21	11	3	2	10	-3
O=C1OC[C@@H]2CCCN2C(=O)[C@H](CC(=O)N(CCO)Cc2ccccc2)C/C=C\CC[C@@H]1Cc1ccc(F)cc1	0	i	i	3	2	-6	3	-4	7
CCc1ccccc1OCCCCN1CCCC1	0	i	i	1	-7	-1	0	2	-1
N#Cc1ccccc1Cn1c(-c2cscn2)nc2ccccc21	-7	i	i	13	1	1	2	4	-1
O=C(c1ccc(F)cc1)N1CCC(c2ccccc2)C1 (stereo not drawn)	1	i	i	5	-1	1	3	-9	/
COc1ccccc1NC(=O)COC(=O)/C=C/c1ccc(OC)c(OC)c1	-1	i	i	8	2	2	4	-7	0
C=CCN(c1ccccc1)S(=O)(=O)c1ccc2[nH]cc(C(=O)NCCOC)c(=O)c2c1	0	i	i	6	2	-7	7	14	1
COc1ccc(CCNC(=O)c2nc3ncccn3n2)cc1OC	1	i	i	-4	-5	0	1	8	-3
COc1ccc(CCn2c(=N)c(C(=O)NC3CCCC3)cc3c(=O)n4ccccc4nc32)cc1	-6	i	i	-9	-1	-5	-4	-5	0
CN(C)CCN(C(=O)c1ccco1)c1nc2cc3c(cc2s1)OCCO3	-7	i	i	-9	-3	-7	-1	7	-3
COc1ccc(NCC(=O)NN=C2CCS(=O)(=O)c3ccc(F)cc32)cc1	2	i	i	3	-2	2	5	11	7
O=S(=O)(O)c1ccc(Cl)c(Cl)c1	-2	i	i	10	-4	1	-4	31	-4
COc1cccc(NC(=O)CN(C)C(=O)/C=C/c2cn(Cc3ccccc3)nc2-c2cccnc2)c1	-2	i	i	-9	0	5	-6	-14	0
COC(=O)c1ccc(C2C(C(=O)c3ccco3)=C(O)C(=O)N2CC2CCCO2)cc1 (stereo not drawn)	-1	i	i	-12	4	1	0	-2	2
CCCCn1c2c(c3ccccc31)CCc1nonc1-2	2	i	i	4	-17	2	1	11	5
O=C(CN1CCSCC1)c1c[nH]c2ccccc12	-6	i	i	7	-7	5	0	-1	3
Cc1ccc(CNc2oc(-c3cccs3)nc2C#N)cc1	3	i	/	-10	25	1	2	16	0
COc1cc(N)c(Cl)cc1C(=O)OCC(=O)N1CCc2ccccc21	1	i	i	1	16	2	2	-12	-4
CCOC(=O)[C@]12CCC=C1N(Cc1cccc3ccccc13)C(=O)[C@H](CC(=O)N1CCCC1)C2	/	/	i	/	-4	-2	-1	15	-2
CCOC(=O)c1nn(-c2ccc(C)cc2)c(=O)cc1OCC(=O)Nc1cc(C)ccc1OC	1	i	i	24	-7	4	2	12	-4
COc1ccc(/C=C/C(=O)OCn2c(SC)nnc(C)c2=O)cc1OC	-2	i	i	-5	-5	-2	1	-8	1
S=C(Nc1ccc(Oc2ccccc2)cc1)N1CCN(c2ccccn2)CC1	0	i	i	-117	22	6	-1	-1	3
O=C(NN(c1ccccc1)c1ccccc1)c1ccc([N+](=O)[O-])o1	2	i	i	-2	3	1	-7	2	7
O=S(=O)(Nc1nc(SCc2ccc(Cl)cc2)n[nH]1)c1ccc(F)cc1	-2	i	i	1	30	-5	1	-8	3
COC(=O)c1[nH]c2ccccc2c1NC(=O)CN1CCC(C(N)=O)(N2CCCCC2)CC1	-1	i	i	-12	-5	-1	4	-18	-4
Cc1onc(-c2ccccc2Cl)c1C(=O)NCCCc1ccccc1	3	i	i	1	4	4	6	12	-2
CCCCN(CCCC)CC(O)COc1ccccc1Br (stereo not drawn)	3	i	i	6	-12	-5	-13	4	6
O=C(OCC(=O)c1c[nH]c2ccccc12)c1cc(S(=O)(=O)N2CCOCC2)ccc1F	-3	i	i	-11	8	-4	6	9	0
COC(C[C@H]1O[C@H]1C(=O)[C@H](C)OCc1ccccc1)OC	1	i	i	5	-5	2	0	-4	1
O=C(CCNS(=O)(=O)c1ccc(Br)s1)NCc1ccccc1Cl	5	i	i	9	5	-4	102	5	-1
O=C(O)C1C2C=CC(C2)C1C(=O)N1CCN(CCO)CC1 (stereo not drawn)	-2	i	i	-12	-2	-1	1	1	5
CCN(CC)C(=O)C1=C(C)N(Cc2ccccc2)C(=O)C(CC(=O)NC(c2ccccc2)c2ccccc2)C1 (stereo not drawn)	1	i	i	6	28	7	1	16	2
Cc1oc(C(C)(C)C)cc1C(=O)N1CCN(C(c2ccccc2)c2ccccc2)CC1	2	i	i	-7	11	4	-3	-3	-4
Cc1cccc(OCC(=O)NC2CCCCCC2)c1C	1	i	i	-3	6	-1	-1	-12	-1
O=C(CSc1nc2ccccc2s1)N1c2ccccc2Sc2ccccc21	3	i	i	1	27	1	10	14	-6
Cc1ccc(/C=C(\NC(=O)c2ccccc2)C(=O)NC(Cc2ccccc2)C(=O)O)cc1 (stereo not drawn)	-3	i	i	-7	-15	1	-8	1	-4
O=C(CSc1ccc2ccccc2c1)N1CCN(c2ccc(O)cc2)CC1	-1	i	i	9	1	-2	-1	-9	-4
CCn1c(SCC(=O)N2c3ccccc3Sc3ccccc32)nnc1-c1ccco1	-4	i	i	23	3	6	0	10	-6
COc1ccc(C)cc1NC(=O)c1nnn(CCc2ccccc2)c1N	1	i	i	20	0	-3	-3	14	7
N#CC1(c2ccccc2)CCC(=O)N1c1ccccc1 (stereo not drawn)	0	i	i	-2	-2	-7	4	-4	2
CCOc1ccc(C(=O)NCC(=O)NNC(=O)c2ccco2)cc1OCC	-1	i	i	8	-4	1	-1	8	-2
CC(=O)c1cccc(NC(=S)NCCCCc2ccccc2)c1	-1	i	i	4	26	-1	-2	5	4
CC(C)Sc1nnc(NC(=O)CCc2ccccc2)s1	-1	i	i	1	-6	-6	1	-2	1
Cc1ccc(OCC(O)CN2CCC(Cc3ccccc3)CC2)c(C)c1 (stereo not drawn)	-1	i	i	4	-23	2	0	12	1
O=C(CC1(O)C(=O)Nc2ccccc21)c1cccc(Br)c1 (stereo not drawn)	1	i	i	-9	-16	-2	-13	-5	2
CCn1c(CC(=O)Nc2ccccc2)nnc1SCC(=O)Nc1nnc(C)s1	-1	i	i	-4	2	0	-3	3	0
COCCCNC(=O)c1cc2cc3cc(OC)ccc3nc2o1	-5	i	/	-1	-8	-5	0	-7	4
CNC(=O)C1CN(C(=O)c2cccc(S(=O)(=O)N3CCc4ccccc43)c2)c2ccccc2O1 (stereo not drawn)	-1	i	i	-40	3	-2	1	1	-6
CCOC(=O)N(C)c1c(CC)nc2c(OCCOc3ccccc3)cccn12	0	i	i	-4	-49	3	1	10	-4

Arranged by the number under NadD inh (low to high): 5 from the list above.
| Compound | NadD inh |
| --- | --- |
| CC(C)Sc1nnc(NC(=O)CCc2ccccc2)s1 | -6 |
| COCCCNC(=O)c1cc2cc3cc(OC)ccc3nc2o1 | -5 |
| O=C(CC1(O)C(=O)Nc2ccccc21)c1cccc(Br)c1 (stereo not drawn) | -2 |
| CCOc1ccc(C(=O)NCC(=O)NNC(=O)c2ccco2)cc1OCC | 1 |
| CCOC(=O)N(C)c1c(CC)nc2c(OCCOc3ccccc3)cccn12 | 3 |
